Screening results deposited in PubChem by PCMD.
Yeast tox: Inhibitors of S. cerevisiae growth, toxicity; S. cerevisiae wild-type growth, A595 turbidity, 16 h; growth inhibition, % at 25 µM (by protocol); 30,000 tested, 0.3% active;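 active = mutant and wild-type yeast strains alike exhibit over 30% growth inhibition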;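 note: 0% = untreated cell controls and 100% = YPD media blanks without cells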
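Incubation: 16 h growth with compound, 30 °C; Material: S. cerevisiae wild-type or eIF2Bepsilon-R284H mutant strain; Signal: turbidity measured as absorbance at 595 nm; Medium: YPD yeast growth medium; Measure: growth inhibition (%) versus cell controls and blanks; Doses: 25 µM single dose.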
Yeast eIF2B: modulators of yeast eIF2B activity | 27,000 tested, 0.91% active | S. cerevisiae eIF2B-epsilon R284H, GCN4-lacZ luminescence | inhibition, % at 25 µM (by protocol);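 active = mutant luminescence inhibited past about 50% while wild type luminescence and mutant growth stay under set limits, limit read from the data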; note: some compounds called inactive have numbers as strong as hits
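Material: yeast eIF2B-epsilon R284H mutant carrying GCN4–beta-galactosidase fusion. Medium: YPD yeast growth medium. Incubation: 16 h growth with compound at 30 °C, 90 min Beta-Glo step. Signal: Beta-Glo luminescence plus absorbance at 595 nm. Evaluation: % inhibition of reporter signal and growth versus controls. Doses: 25 µM single dose.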
Yeast tox inhibition %: recorded beside Yeast tox, whose call it bears; growth inhibition, %; S. cerevisiae eIF2Bepsilon-R284H mutant growth, A595 turbidity, 16 h;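 each compound tested once at 25 µM; 0% equals untreated cells and 100% equals cell-free medium blanks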
Yeast eIF2B mutant toxicity: recorded beside Yeast eIF2B, whose call it bears; growth inhibition, %; measured here: mutant yeast growth, toxicity;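 each compound tested once at 25 µM; zero equals untreated control growth and 100 equals blank medium absorbance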
Starred values were filed as active, the others as inactive; nt = not tested or not shown. The list is partial, so the mix of outcomes need not match the whole.

SMILES | Yeast tox | Yeast tox inhibition % | Yeast eIF2B | Yeast eIF2B mutant toxicity
COc1ccc(Br)cc1C(=O)Nc1cccc(C)c1 | 7 | 12 | 15 | 12
CCOC(=O)CNC(=O)C(CC(C)C)NC(=O)C1CCCCC1 (stereo not drawn) | 10 | 5 | nt | nt
CCOc1ccc(-n2c(=O)c3c4c(sc3n(CC(=O)NCc3ccco3)c2=O)CCC4)cc1 | -18 | 7 | -27 | 7
CC(C)(C)C(=O)Nc1ccccc1N1CCN(C(=O)c2ccc(Cl)cc2)CC1 | 7 | -14 | 17 | -14
Cc1ccc(CNC(=O)Nc2ccccc2)cc1 | 12 | 14 | 19 | 14
CCn1cc(S(=O)(=O)CC(=O)Nc2ccc3c(c2)OCCO3)c2ccccc21 | 6 | 13 | 21 | 13
COc1ccc(NC(=O)CSc2nnc(COc3ccccc3)n2Cc2ccco2)cc1OC | 12 | 14 | 15 | 14
CCOc1ccccc1CNC(=O)CCNC(=O)Cn1ccc2ccccc2c1=O | 19 | 17 | nt | nt
COc1cc2nc(NC(=O)c3ccc(Cl)cc3)[nH]c(=O)c2cc1OC | -16 | -45 | -7 | -45
CCOC(=O)c1cnc(SCC(=O)NCc2ccco2)nc1N | 35 | 5 | -10 | 5
CCCCn1c(SCC(=O)Nc2ccc(OC)cc2)nc2ccc(N3CCOCC3)cc2c1=O | -45 | -36 | 20 | -36
CN(C)S(=O)(=O)c1ccc2nc(NC(=O)c3cccs3)sc2c1 | 1 | 18 | -15 | 18
COc1ccc(Nc2nc3c(c(=O)n(C)c(=O)n3C)n2CCO)cc1 | 7 | -19 | 15 | -19
CN1CCCC(OC(=O)CCCC(=O)OC2CCCN(C)C2)C1 (stereo not drawn) | -1 | -7 | 17 | -7
Cc1c(NC(=O)C2CCCN2S(=O)(=O)c2ccccc2)c(=O)n(-c2ccccc2)n1C (stereo not drawn) | 15 | 13 | 37 | 13
CCCc1nnc(SCC(=O)N2C(C)CCCC2C)n1CCCOC (stereo not drawn) | 8 | 10 | -46 | 10
COc1nc2ccc(C)cc2cc1-c1noc(-c2cccnc2)n1 | -29 | -48 | -13 | -48
O=C(N/N=C/C=C/c1ccccc1)c1cnccn1 | 18 | 18 | nt | nt
CS(=O)(=O)N(CC(=O)N1CCCCC1)c1ccc2c(c1)OCO2 | 23 | 10 | 37 | 10
Cc1nnc(C)c2c(C)n(C(C)c3ccccc3)c(C)c12 (stereo not drawn) | -6 | -5 | 27 | -5
CCC(C)n1c(S(=O)(=O)O)nc2ccccc21 (stereo not drawn) | 14 | 12 | 21 | 12
CCN(CC)CCCN1C(=O)C(=O)/C(=C(/O)c2ccc(Cl)cc2)C1c1ccccn1 (stereo not drawn) | 4 | 14 | 13 | 14
CCC(=O)NCc1cc(-c2nn(C)c(=O)c3ccccc23)ccc1C | 18 | 5 | nt | nt
CCCOc1ccc(C2NC(=O)NC(c3ccccc3)=C2C(C)=O)cc1OCC (stereo not drawn) | 5 | 8 | nt | nt
Cc1nn(-c2ncc(C(F)(F)F)cc2Cl)c(=O)n1-c1cccc(Cl)c1 | -3 | 20 | 17 | 20
Cn1c(SCC(=O)Nc2ccccc2F)nnc1-c1ccc(S(=O)(=O)N2CCOCC2)cc1 | -2 | 5 | 5 | 5
CCOC(=O)NCc1ccc(S(=O)(=O)Nc2c(C)cccc2C)cc1 | 4 | -3 | nt | nt
CCS(=O)(=O)N1CCC(C(=O)NCCCN2CCCCCC2)CC1 | 13 | -5 | 27 | -5
Cn1c(CC(=O)Nc2ccccc2)nnc1SCCOc1ccccc1 | -12 | 4 | 4 | 4
COc1cc(OC)cc(-n2nc(C(=O)N3CC(C)CC(C)C3)c3ccccc3c2=O)c1 (stereo not drawn) | -5 | 0 | -18 | nt
CCOC(=O)C1CCN(C(=O)CN(c2cccc(OC)c2)S(=O)(=O)c2ccccc2)CC1 | 19 | 12 | 18 | 12
COCCN(C(=O)Cn1nnc2ccccc21)C(C(=O)NC1CCCC1)c1ccc(OC)cc1OC (stereo not drawn) | nt | nt | 3 | nt
CC(C)CC(NC(=O)C1CCC(C)CC1)C(=O)Nc1ccccn1 (stereo not drawn) | -1 | 9 | 39 | 9
O=C(CCC1CCCC1)N1CCN(C(=O)COc2ccccc2)CC1 | 2 | 20 | 26 | 20
CC1(C)CC(=O)C=C(Nc2ccccn2)C1 | nt | nt | -7 | nt
COc1ccc(NC(=O)c2c(OC)cccc2OC)c(OC)c1 | -11 | -4 | 22 | -4
Cc1cc(=S)[nH]c2ccccc12 | -1 | -14 | -2 | -14
Oc1cc(Cc2ccccc2)cnc1CN1CCCCC1 | -15 | 4 | 56* | nt
c1ccc(-c2ncnc3nc4n(c23)CCC4)cc1 | 4 | -9 | -10 | -9
O=C(Oc1cccc(Br)c1)c1cccnc1 | 16 | 4 | 21 | 4
CCOC(=O)N1CCN(C(=O)COc2ccc3c(c2)C(=O)CC2(CCN(C(C)=O)CC2)O3)CC1 | 11 | -7 | -13 | -7
CCCn1nnc(NC(=O)c2cccc(OCC(C)C)c2)n1 | -1 | 6 | 42 | 6
CC1CN(C(=O)c2cc3c(=O)n4ccccc4nc3s2)CC(C)O1 (stereo not drawn) | -4 | 17 | 43 | 17
COC(=O)c1ccc2nc(NC(=O)CN3C(=O)CCC3=O)sc2c1 | 10 | -18 | 10 | -18
COc1ccc(-c2noc(CCC(=O)NC3CCN(Cc4ccccc4)CC3)n2)cc1 | 25 | 10 | nt | nt
Cc1cccc(-n2ccnc2SCC(=O)Nc2nccs2)c1 | 26 | 17 | -4 | 17
CC(C)(C)NCCCCOc1ccc(F)cc1 | -1 | 13 | 13 | 13
COCCn1c(N)c(C#N)c2nc3ccccc3nc21 | -8 | -24 | 19 | -24
CCOC(=O)c1cnc2cc(C)nn2c1-c1ccccc1 | -11 | -9 | 15 | -9
CC1CCCC(C)N1S(=O)(=O)c1ccc(S(=O)(=O)NCc2ccccc2)cc1 (stereo not drawn) | nt | nt | 16 | nt
COn1c(SCc2ccc(Cl)cc2)nc2ccccc2c1=O | 24 | -10 | 19 | -10
N#Cc1c(NC(=O)CCn2cnc3ccccc3c2=O)oc(-c2ccccc2)c1-c1ccccc1 | -12 | 0 | nt | nt
O=C1CC(Nc2ccc3ccccc3c2)C(=O)N1Cc1ccccc1 (stereo not drawn) | -9 | 10 | 8 | 10
CCC(Oc1ccccc1)C(=O)Nc1nnc(C)s1 (stereo not drawn) | 12 | 6 | 18 | 6
COc1ccc(S(=O)(=O)NCCc2ccccc2)cc1 | -18 | 14 | 17 | 14
COc1cc(Br)cc(CN2CCN(C=O)CC2)c1O | 30 | 18 | 17 | 18
O=C1CC(C(=O)Nc2ccc(C(=O)O)cc2)C(c2ccccc2)O1 (stereo not drawn) | 5 | 0 | 13 | nt
CCn1c(=O)cc(SCC(=O)N2CCN(C(=O)c3ccco3)CC2)c2ccccc21 | 4 | 10 | 3 | 10
Cc1ccc(OCc2nnc(NC(=O)c3ccco3)s2)c(C)c1 | 22 | 17 | 24 | 17
CCn1c(SCC(=O)N2CCN(c3ccc(Cl)cc3)CC2)nc2ccccc2c1=O | -48 | -7 | nt | nt
The list continues.
SMILES | Yeast tox | Yeast tox inhibition % | Yeast eIF2B | Yeast eIF2B mutant toxicity
COc1cc(Cl)c(S(=O)(=O)NCc2ccccn2)cc1Cl | 8 | 21 | nt | nt
O=C(NCCn1cccc1)c1cccc2ccccc12 | -4 | 10 | 11 | 10
O=C(Nc1cccc(O)c1)N1CCOCC1 | 7 | -4 | -16 | -4
FC(F)(F)c1ccc2c(c1)nc1n2CCCC1 | 0 | 14 | 6 | 14
COc1ccc(-c2nn(C)c3sc(C(=O)NCc4ccco4)cc23)cc1OC | -15 | -4 | -32 | -4
O=C(CSc1ncnc2c1oc1ccccc12)N1CCCc2ccccc21 | -24 | -2 | 22 | -2
CC(C)CC(=O)Nc1ccccc1Oc1ccccc1 | 25 | 23 | 28 | 23
O=C(c1cccs1)n1nc(-c2ccccc2)nc1NCc1ccco1 | -5 | 12 | -6 | 12
Cc1c(C(=O)O)oc2ccc(S(=O)(=O)NCc3ccc4c(c3)OCO4)cc12 | -33 | 5 | 16 | 5
O=C(NC1CCCCC1)C(c1ccc(O)cc1)N(CC1CCCO1)C(=O)C1COc2ccccc2O1 (stereo not drawn) | 5 | 3 | 22 | 3
CCN(CC)S(=O)(=O)c1ccc2oc(C(=O)NCc3ccc(C)cc3)c(C)c2c1 | 10 | 15 | 14 | 15
CC(C)C(NC(=O)c1ccc(C(C)(C)C)cc1)C(=O)NC1=NCCS1 (stereo not drawn) | -2 | 11 | nt | nt
O=C1NCCCC1C(=O)N1CCN(C(c2ccccc2)c2ccccc2)CC1 (stereo not drawn) | -8 | -25 | 10 | -25
c1ccc(CCNc2nc3ccccc3n3nnnc23)cc1 | -3 | 7 | 23 | 7
O=C(O)c1cccnc1NC1CCCC1 | 1 | 9 | 30 | 9
CCN1CCN(c2ncc3c(n2)CC(c2cc(OC)c(OC)c(OC)c2)CC3=O)CC1 (stereo not drawn) | 4 | 15 | 18 | 15
CCOC(=O)Cn1c(C)c(C#N)c2ccccc21 | 12 | 10 | 20 | 10
COc1cc(Cn2cnnn2)ccc1O | 5 | 3 | nt | nt
Cc1cc(C)n2nc3nc(N4CCCC4)nc(-c4ccccc4)c3c2n1 | 28 | 21 | 19 | 21
O=C(Nc1ccccc1)NC1CCN(Cc2nnnn2C2CCCCC2)CC1 | 8 | 12 | 8 | 12

Exported in markdown: 20 of the compounds above
| smiles | Yeast tox | Yeast tox inhibition % | Yeast eIF2B | Yeast eIF2B mutant toxicity |
| --- | --- | --- | --- | --- |
| Cn1c(SCC(=O)Nc2ccccc2F)nnc1-c1ccc(S(=O)(=O)N2CCOCC2)cc1 | -2 | 5 | 5 | 5 |
| CCOC(=O)NCc1ccc(S(=O)(=O)Nc2c(C)cccc2C)cc1 | 4 | -3 | nt | nt |
| CCS(=O)(=O)N1CCC(C(=O)NCCCN2CCCCCC2)CC1 | 13 | -5 | 27 | -5 |
| Cn1c(CC(=O)Nc2ccccc2)nnc1SCCOc1ccccc1 | -12 | 4 | 4 | 4 |
| COc1cc(OC)cc(-n2nc(C(=O)N3CC(C)CC(C)C3)c3ccccc3c2=O)c1 (stereo not drawn) | -5 | 0 | -18 | nt |
| CCOC(=O)C1CCN(C(=O)CN(c2cccc(OC)c2)S(=O)(=O)c2ccccc2)CC1 | 19 | 12 | 18 | 12 |
| COCCN(C(=O)Cn1nnc2ccccc21)C(C(=O)NC1CCCC1)c1ccc(OC)cc1OC (stereo not drawn) | nt | nt | 3 | nt |
| CC(C)CC(NC(=O)C1CCC(C)CC1)C(=O)Nc1ccccn1 (stereo not drawn) | -1 | 9 | 39 | 9 |
| O=C(CCC1CCCC1)N1CCN(C(=O)COc2ccccc2)CC1 | 2 | 20 | 26 | 20 |
| CC1(C)CC(=O)C=C(Nc2ccccn2)C1 | nt | nt | -7 | nt |
| COc1ccc(NC(=O)c2c(OC)cccc2OC)c(OC)c1 | -11 | -4 | 22 | -4 |
| Cc1cc(=S)[nH]c2ccccc12 | -1 | -14 | -2 | -14 |
| Oc1cc(Cc2ccccc2)cnc1CN1CCCCC1 | -15 | 4 | 56* | nt |
| c1ccc(-c2ncnc3nc4n(c23)CCC4)cc1 | 4 | -9 | -10 | -9 |
| O=C(Oc1cccc(Br)c1)c1cccnc1 | 16 | 4 | 21 | 4 |
| CCOC(=O)N1CCN(C(=O)COc2ccc3c(c2)C(=O)CC2(CCN(C(C)=O)CC2)O3)CC1 | 11 | -7 | -13 | -7 |
| CCCn1nnc(NC(=O)c2cccc(OCC(C)C)c2)n1 | -1 | 6 | 42 | 6 |
| CC1CN(C(=O)c2cc3c(=O)n4ccccc4nc3s2)CC(C)O1 (stereo not drawn) | -4 | 17 | 43 | 17 |
| COC(=O)c1ccc2nc(NC(=O)CN3C(=O)CCC3=O)sc2c1 | 10 | -18 | 10 | -18 |
| COc1ccc(-c2noc(CCC(=O)NC3CCN(Cc4ccccc4)CC3)n2)cc1 | 25 | 10 | nt | nt |

(more compounds)
SMILES | Yeast tox | Yeast tox inhibition % | Yeast eIF2B | Yeast eIF2B mutant toxicity
Cc1ccc(NC(=O)CN(C)S(=O)(=O)c2cccc3nsnc23)cc1C | 8 | 12 | 23 | 12
Cc1ccccc1CSc1nnc(-c2cccnc2)n1N | 3 | 10 | 29 | 10
Cn1nnc2cc(C(=O)N3CCCCCC3)ccc21 | -5 | 3 | 39 | 3
COc1cccc(CNC(=O)C2(C)Oc3ccccc3NC2=O)c1 (stereo not drawn) | 5 | 12 | 25 | 12
O=C(Nc1ccc2c(c1)OCO2)c1nn(-c2ccccc2)c(=O)c2ccccc12 | 8 | 9 | 3 | 9
c1ccc(CSc2nnc(-c3c[nH]c4ccccc34)o2)cc1 | -21 | -14 | -35 | -14
Cc1c2c(n3c(nc4ccccc43)c1C#N)N(Cc1ccccn1)CC2 | -21 | -40 | 8 | -40
Clc1cc2nc3ccccn3c2cc1Cl | -2 | 5 | 13 | 5
CC(C)CN1C(=S)SC(C)(C)C1n1oc(=O)n(-c2ccc(Cl)cc2)c1=O (stereo not drawn) | 13 | 13 | 9 | 13
